sEH activator: increases human soluble epoxide hydrolase activity; P34913; AID 717; hit rate 0.04% among 91,000; purified human sEH enzymatic activity, activator screen; activation, % at 2 µM; in the data active = activation above about 37%; note: values of inactives mirror those of a sister screen read the other way
Target sequence (P34913 whole entry, looked up): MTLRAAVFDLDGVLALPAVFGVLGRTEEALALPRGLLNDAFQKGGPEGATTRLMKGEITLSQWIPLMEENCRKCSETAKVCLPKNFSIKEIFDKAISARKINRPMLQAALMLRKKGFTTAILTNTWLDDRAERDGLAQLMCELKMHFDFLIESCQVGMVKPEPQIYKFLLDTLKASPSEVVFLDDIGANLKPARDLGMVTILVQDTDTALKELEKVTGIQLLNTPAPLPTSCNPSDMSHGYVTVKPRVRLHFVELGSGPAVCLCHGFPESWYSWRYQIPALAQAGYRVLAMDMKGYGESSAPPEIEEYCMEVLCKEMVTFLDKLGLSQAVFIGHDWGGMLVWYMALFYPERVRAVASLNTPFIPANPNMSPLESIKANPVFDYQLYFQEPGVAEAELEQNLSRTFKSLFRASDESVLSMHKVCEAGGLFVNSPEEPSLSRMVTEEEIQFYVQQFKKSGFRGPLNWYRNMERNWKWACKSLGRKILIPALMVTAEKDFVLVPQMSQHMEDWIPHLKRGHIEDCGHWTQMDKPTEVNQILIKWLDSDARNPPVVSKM
Smad3 inh: blocks human Smad3 binding to FoxH1 peptide; P84022; TR-FRET Smad3/Dy647-FoxH1 peptide binding, europium anti-His; inhibition, % at 25 µM; hit rate 0.29% among 88,000; AID 630;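 active = compounds that reduce the energy-transfer binding signal between the protein and its labelled peptide by more than half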;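 note: 0% = Smad3 plus labelled peptide maximal FRET and 100% = peptide-only background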
Candida biofilm: kills Candida albicans biofilms; C. albicans biofilm + clotrimazole, Alamar Blue; inhibition, % at 6 µM; hit rate 0.14% among 85,000; AID 834;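 active = inhibition above 20%; inactive = inhibition below 20%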;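 note: preformed 24 hr biofilms exposed to compound for 48 hr; 0% = biofilm without compound and 100% = blank killed by clotrimazole plus chlorhexidine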
HUVEC prolif 384: blocks proliferation of human endothelial cells; hit rate 1.1% among 86,000; HUVEC proliferation, CellTiter-Glo luminescence, 72 h; stronger effect = lower value; viability, % at 10 µM (by protocol);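 active = viability at or below 30%; inactive = viability above 30%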;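 note: 100% = median luminescence of DMSO-only cell control wells on each plate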
ERa coact pot: ER-alpha (human) coactivator binding potentiation | P03372 | TR-FRET ERalpha-LBD/SRC-Cy5 coactivator binding, 2 h; 100 = basal binding, no effect | coactivator binding (% of control), % at 25.6 µM | hit rate 1.3% among 86,000 | AID 639; in the data active = activity above about 200%;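 note: binding measured in presence of low estradiol as agonist stimulus; 0% = peptide alone without receptor and 100% = receptor with peptide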
Lung fibro prol: blocks proliferation of human lung fibroblasts; viability, % at 10 µM; LL 47 human lung fibroblast viability, ATP luminescence; stronger effect = lower value; hit rate 1.1% among 85,000;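 active = viability at or below 50% in the single dose screen; inactive = viability above 50%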;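 note: compound exposure lasted 72 h before the ATP readout; 100% = median luminescence of untreated cell-only wells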
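Material: Human LL 47 lung fibroblast cells | Input: 1,150 cells/well | Buffer or medium: IMEM plus 15% FBS | Compound dosing: 0.1% DMSO in all compound wells | Times: Overnight cell rest, 72 h compound treatment at 37 °C | Signal: CellTiter-Glo luminescence measuring cellular ATP | Measure: % viability versus median cells-only luminescence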
ERb SRC1 inh: ER-beta (human) coactivator binding inhibition. AID 633. Q92731. TR-FRET ER-beta LBD / SRC1-Cy5 peptide binding; receptor agonist-loaded with 1 µM estradiol. hit rate 1.3% among 86,000. inhibition, % at 25.6 µM;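 active = compounds whose percent inhibition of the receptor-coactivator binding signal exceeds about 50% in the single-dose screen, limit read from the data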;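 note: 0% = receptor plus peptide wells without compound and 100% = peptide-only wells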
ERa SRC1 inh: blocks coactivator binding to human estrogen receptor alpha. inhibition, % at 25.6 µM. hit rate 1.7% among 86,000. TR-FRET ER-alpha LBD / SRC-1 peptide, estradiol-bound. P03372. AID 629; in the data active = inhibition above about 50%;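 note: 0% = receptor plus peptide control and 100% = peptide only without receptor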
H69AR inhibit: growth inhibitors of human H69AR lung tumor cells; viability, % at 10 µM; hit rate 6% among 85,000; H69AR lung tumor viability, ATP luminescence, 72 h; stronger effect = lower value;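 active = viability at or below 40%; inactive = viability above 40%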;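 note: multidrug resistant small cell line overexpressing MRP-1 efflux transporter; 100% = mean luminescence of untreated control wells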
An asterisk follows results filed as active; x = no result given; [ ] = remark or other dose. These rows are one share of the data (hit frequency here may not be typical).

Values in the order: sEH activator, Smad3 inh, Candida biofilm, HUVEC prolif 384, ERa coact pot, Lung fibro prol, ERb SRC1 inh, ERa SRC1 inh, H69AR inhibit
CCOC(=O)N1CCC(NC(=O)c2cccn3c(=O)c4cc(Br)ccc4nc23)CC1
→ 0, 0, 1, 97, 288*[fluorescence artefact?], 103, 42[fluorescence artefact?], 60*[fluorescence artefact?], 96
O=C1OC(N2CCN(Cc3ccccc3)CC2)c2ccccc21 (stereo not drawn)
→ -4, -2, 0, 100, 112[fluorescence artefact?], 95, -5[fluorescence artefact?], -1, 91
CC(=O)N(C)c1ccc(NC(=O)c2ccco2)cc1
→ -12, 2, 1, 86, 116, 88, -13, -8, 81
CS(=O)(=O)NCCC1=CCCCC1
→ 5, -11, 1, 97, 112, 98, 10, 14, 95
CC1C(=O)CCN(C(C)(C)C)C1C (stereo not drawn)
→ 10, 7, 8, 106, 114, 103, -5, -8, 99
CCOc1ccccc1OCCCC(=O)NC1=NCCS1
→ -2, -12, 5, 92, 89, 93, 6, 11, 101
CCOc1ccc(C2C=C(c3ccccc3)Nc3nnnn32)cc1 (stereo not drawn)
→ -1, 4, 7, 59, 116, 100, -3, 1, 33*
O=C(NCc1ccccc1)c1cc(-c2cccc(O)c2)on1
→ x, 0, 7, 94, 104, 100, 8, 7, 97
CCCC(c1nnnn1CCOC)N1CCN(Cc2ccccc2)CC1 (stereo not drawn)
→ 1, 4, -3, 97, 104, 98, -4, -23, 85
O=C(NCC1COc2ccccc2O1)C1C2C=CC3(CN(Cc4ccccc4Cl)C(=O)C13)O2 (stereo not drawn)
→ x, -1, -1, 97, 108, 101, -1[fluorescence artefact?], 4[fluorescence artefact?], 92
Cc1ccc2cc3cc(C(=O)N4CCN(C(=O)c5ccco5)CC4)sc3nc2c1
→ x, -10, 0, 111, 97[fluorescence artefact?], 110, 6[fluorescence artefact?], 7, 76
CC(=O)Nc1ccc(N2CCN(Cc3ccccc3F)CC2)cc1
→ -13, 3[fluorescence artefact?], 9, 101, 108[fluorescence artefact?], 90, -6, -7, 92
Oc1ccc2[nH]ccc2c1
→ x, 1, 6, 96, 88, 96, 22, 13, 87
CCOC(=O)CCn1nc(-c2ccc(Cl)cc2)cc1N
→ 6, 1, 5, 75, 105, 97, -1, -9, 98
CCCCc1nnc(NC(=O)C=C(C)C)s1
→ 4, 17[fluorescence artefact?], 4, 107, 94[fluorescence artefact?], 102, -3, -6, 100
O=c1oc2ccccc2c(Nc2ccc3ccccc3c2)c1[N+](=O)[O-]
→ 0, 9, 8, 59, 54[fluorescence artefact?], 90, 18[fluorescence artefact?], 71*[fluorescence artefact?], 19*
Cc1cccc(C(=O)NC2CC(C)(C)NC(C)(C)C2)c1
→ 6, -15, 0, 96, 82[fluorescence artefact?], 100, -3[fluorescence artefact?], 1[fluorescence artefact?], 97
O=C(Cn1ncc2ccccc21)N1CCc2ccccc21
→ x, -2, 5, 78, 84, 86, 30, 18, 87
CCOC(=O)N1CCC(NC(=O)c2oc3c(c2C)-c2[nH]ncc2CC3)CC1
→ -27, -10, -3, 108, 100, 101, 1, 5, 84
Cc1nn(Cc2ccc(C(=O)Nc3ccccc3C(F)(F)F)o2)c(C)c1Br
→ -12, 2, 0, 114, 92, 100, 10, -9, 76

A draw from above in order of number of heavy atoms, low to high.
Values in the order: sEH activator, Smad3 inh, Candida biofilm, HUVEC prolif 384, ERa coact pot, Lung fibro prol, ERb SRC1 inh, ERa SRC1 inh, H69AR inhibit
Oc1ccc2[nH]ccc2c1
→ x, 1, 6, 96, 88, 96, 22, 13, 87
CC1C(=O)CCN(C(C)(C)C)C1C (stereo not drawn)
→ 10, 7, 8, 106, 114, 103, -5, -8, 99
CCCCc1nnc(NC(=O)C=C(C)C)s1
→ 4, 17[fluorescence artefact?], 4, 107, 94[fluorescence artefact?], 102, -3, -6, 100
Cc1cccc(C(=O)NC2CC(C)(C)NC(C)(C)C2)c1
→ 6, -15, 0, 96, 82[fluorescence artefact?], 100, -3[fluorescence artefact?], 1[fluorescence artefact?], 97
O=C(Cn1ncc2ccccc21)N1CCc2ccccc21
→ x, -2, 5, 78, 84, 86, 30, 18, 87
O=C(NCc1ccccc1)c1cc(-c2cccc(O)c2)on1
→ x, 0, 7, 94, 104, 100, 8, 7, 97
CCOc1ccc(C2C=C(c3ccccc3)Nc3nnnn32)cc1 (stereo not drawn)
→ -1, 4, 7, 59, 116, 100, -3, 1, 33*
O=c1oc2ccccc2c(Nc2ccc3ccccc3c2)c1[N+](=O)[O-]
→ 0, 9, 8, 59, 54[fluorescence artefact?], 90, 18[fluorescence artefact?], 71*[fluorescence artefact?], 19*
CCCC(c1nnnn1CCOC)N1CCN(Cc2ccccc2)CC1 (stereo not drawn)
→ 1, 4, -3, 97, 104, 98, -4, -23, 85
CCOC(=O)N1CCC(NC(=O)c2oc3c(c2C)-c2[nH]ncc2CC3)CC1
→ -27, -10, -3, 108, 100, 101, 1, 5, 84
Cc1ccc2cc3cc(C(=O)N4CCN(C(=O)c5ccco5)CC4)sc3nc2c1
→ x, -10, 0, 111, 97[fluorescence artefact?], 110, 6[fluorescence artefact?], 7, 76
O=C(NCC1COc2ccccc2O1)C1C2C=CC3(CN(Cc4ccccc4Cl)C(=O)C13)O2 (stereo not drawn)
→ x, -1, -1, 97, 108, 101, -1[fluorescence artefact?], 4[fluorescence artefact?], 92

Next records.
Screens by letter – A = sEH activator; B = Smad3 inh; C = Candida biofilm; D = HUVEC prolif 384; E = ERa coact pot; F = Lung fibro prol; G = ERb SRC1 inh; H = ERa SRC1 inh; I = H69AR inhibit
O=C(c1ccc(Cn2c(=O)[nH]c3ccccc3c2=O)cc1)N1CCN(c2ccc(Cl)cc2)CC1
  A: 10; B: 2; C: 5; D: 68; E: 86; F: 111; G: 13[fluorescence artefact?]; H: 19[fluorescence artefact?]; I: 36*
CC(=O)Nc1ccc(OC(=O)c2cccnc2)cc1
  A: -9; B: -5; C: 6; D: 102; E: 121; F: 101; G: -6; H: -7; I: 93
COC(=O)c1[nH]c2ccc(C)cc2c1NC(=O)CN1CCN(c2ccccc2)CC1
  A: 6; B: 12; C: -7; D: 69; E: 106; F: 80; G: 3; H: 7; I: 70
COc1cccc(-c2nc(CS(=O)CC(=O)NCc3ccccc3Cl)c(C)o2)c1 (stereo not drawn)
  A: -65; B: -11; C: 11; D: 79; E: 114; F: 93; G: 1; H: -9; I: 91
Clc1ccc(Cc2nn3c(Cn4nnc5ccccc54)nnc3s2)cc1
  A: 0; B: 5; C: 4; D: 80; E: 92; F: 97; G: 1; H: 5; I: x
Cc1ccccc1OCCCCCn1ccnc1
  A: -6; B: -7[fluorescence artefact?]; C: 0; D: 111; E: 102[fluorescence artefact?]; F: 104; G: -1; H: 1[fluorescence artefact?]; I: 85
COc1cc2[nH]c(=S)n(Cc3ccc(C)o3)c(=O)c2cc1OC
  A: -5; B: 8; C: 5; D: 101; E: 111[fluorescence artefact?]; F: 97; G: 22[fluorescence artefact?]; H: 25[fluorescence artefact?]; I: 53
COc1ccc(NC(=O)N2CCCC2C(=O)NCc2ccc(F)cc2)cc1 (stereo not drawn)
  A: -9; B: 4; C: 9; D: 99; E: 98; F: 93; G: -7; H: -5; I: 101

Assay outcomes as filed in PubChem BioAssay.
